Mot1-301 SUMO = yeast Mot1-301 growth rescue at high temperature, primary screen, SUMOylation pathway inhibitor project, S. cerevisiae, ATP luminescence, 38.5C | growth rescue, % at 18.8 µM | 320,000 tested, 1% active | AID 2716, 2010 | S. cerevisiae Mot1-301 growth rescue; percent above DMSO median, 100 means doubled;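 active = every valid replicate shows activation above 250% relative to neutral control wells; inactive = the rest, any valid replicate at or below 250%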;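 note: OY570 slx delta 5 strain wells were the positive control but not used for scaling; some compounds called inactive have numbers as strong as hits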
Arr AP2 block = inhibitors of beta-arrestin/AP2 binding, primary screen, biochemical, GPCR trafficking, flow cytometry; beta-arrestin 1 C-terminal peptide binding to AP2 beta2-adaptin appendage (human); FITC-arrestin peptide / GST-AP2 beads; AP2 beta2 appendage carries R879A mutation; inhibition, % at 10 µM; 340,000 tested, 0.31% active;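 active = inhibition above a set limit, near 3 SD of compounds lacking own fluorescence, cut at about 54% in these data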;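 note: plate controls were DMSO wells for no effect and 5 µM unlabelled arrestin peptide for full effect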
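System: GST-AP2 R879A bound to glutathione beads, E. coli-expressed. Also added: 50 nM FITC-arrestin peptide. Schedule: compound with beads 12 min RT, then probe 1 h RT. Signal: bead flow cytometry, FITC channel. Read-out basis: percent response.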
Tat export inh = E. coli Tat export inhibitors, primary screen, MC4100, TorA-mCherry reporter, fluorescence, single point | inhibition, % at 10 µM | 340,000 tested, 0.036% active;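 active = mean replicate inhibition at least 50% and at least half of replicates individually reaching 50%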;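 note: exported cargo escapes ClpAP degradation while cytoplasmic cargo is degraded and loses fluorescence; 0% = median of neutral control wells and 100% = median of NaSCN control wells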
PKA-R1A activ = activators of PKA-R1A holoenzyme, primary screen, biochemical, fluorescence polarization, Cy5-IP20, bovine R1A, mouse PKAc. PKA-R1A dissociation; scaled: DMSO 0%, 113 µM cGMP 100%. activation, % at 11.4 µM. cAMP-dependent protein kinase type I-alpha regulatory subunit (Bos taurus) + …. 340,000 tested, 0.083% active;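 active = percent activation above the mean of all tested compounds plus 3 SD, cut at about 19% in these data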;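 note: higher means more PKAc released from R1A so a rise in polarization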
DSG3 Ab inh = inhibitors of pemphigus antibody binding to DSG3, primary screen, biochemical, bead-based, flow cytometry, scFv-GFP; Desmoglein-3 (Homo sapiens), P32926; DSG3-coupled beads, scFv-anti-DSG3-GFP binding; stronger effect = lower value; binding (percent of control), % at 10 µM; 310,000 tested, 0.48% active;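 active = binding more than 3 SD below its plate's average and above zero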;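 note: hits lower antibody fragment binding to DSG3; some compounds called inactive have numbers as strong as hits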
Target sequence (P32926 whole entry, looked up, the tested form may be a part): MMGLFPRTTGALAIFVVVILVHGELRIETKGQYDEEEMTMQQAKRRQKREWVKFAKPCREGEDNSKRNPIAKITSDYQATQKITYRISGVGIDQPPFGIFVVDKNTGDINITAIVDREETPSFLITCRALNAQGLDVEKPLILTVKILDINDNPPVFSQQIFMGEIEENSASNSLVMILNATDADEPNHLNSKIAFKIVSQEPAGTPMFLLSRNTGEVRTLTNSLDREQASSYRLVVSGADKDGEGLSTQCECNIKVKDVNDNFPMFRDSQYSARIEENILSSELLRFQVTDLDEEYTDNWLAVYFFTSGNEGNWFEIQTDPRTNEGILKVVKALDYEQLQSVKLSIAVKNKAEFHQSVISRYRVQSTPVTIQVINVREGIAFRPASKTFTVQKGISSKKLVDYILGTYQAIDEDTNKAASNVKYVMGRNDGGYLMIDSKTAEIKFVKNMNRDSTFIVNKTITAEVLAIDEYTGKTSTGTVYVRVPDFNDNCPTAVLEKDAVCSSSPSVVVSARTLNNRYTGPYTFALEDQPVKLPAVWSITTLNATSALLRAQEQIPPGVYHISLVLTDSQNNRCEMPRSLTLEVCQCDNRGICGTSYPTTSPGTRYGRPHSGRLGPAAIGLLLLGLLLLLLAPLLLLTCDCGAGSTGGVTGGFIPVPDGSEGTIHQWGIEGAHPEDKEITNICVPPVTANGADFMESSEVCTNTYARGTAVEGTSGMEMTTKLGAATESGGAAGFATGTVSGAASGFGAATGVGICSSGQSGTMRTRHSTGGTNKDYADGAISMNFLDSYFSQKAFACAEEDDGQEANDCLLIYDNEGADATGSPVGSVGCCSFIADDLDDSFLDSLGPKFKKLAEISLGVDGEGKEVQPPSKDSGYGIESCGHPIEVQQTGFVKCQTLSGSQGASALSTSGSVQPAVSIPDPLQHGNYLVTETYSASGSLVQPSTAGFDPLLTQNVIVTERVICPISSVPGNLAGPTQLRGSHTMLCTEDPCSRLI
phage Ecoli inh = growth loss of phage-infected E. coli, primary screen, RecBCD inhibitor project, absorbance, with phage, HTS | inhibition, % at 11.9 µM | 360,000 tested, 0.26% active; in the data active = inhibition above about 11%
AddAB inh = growth inhibition of E. coli expressing H. pylori AddAB, primary screen, AddAB inhibitor project, absorbance; AID 435030, 2010; inhibition, % at 11.9 µM; 330,000 tested, 0.29% active; in the data active = inhibition above about 12%;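 note: 0% = vehicle wells of infected cells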
OPRM1-OPRD1 ag = agonists of OPRM1-OPRD1 heterodimerization, primary screen, cell-based, luminescence; 340,000 tested, 0.3% active; AID 504326, 2011; activation, % at 9.3 µM; cells; in the data active = activation above about 18%;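 note: 0% = vehicle-treated cells and 100% = reference agonist; values of inactives mirror those of a sister screen read the other way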
PfHsp90 set2 = growth inhibition of PfHsp90-expressing yeast, primary screen, antimalarial PfHsp90 inhibitor project, S. cerevisiae, BacTiter-Glo luminescence, single point, set 2; inhibition, % at 9.4 µM; AID 504621, 2011; 310,000 tested, 0.32% active; BacTiter-Glo ATP, 48 h; yeast lacking PDR1 and PDR3 efflux regulators;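 active = every replicate shows inhibition above about 80%, whatever the replicate mean, limit read from the data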;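 note: 0% = DMSO neutral controls and 100% = 20 µM radicicol positive controls; yeast relying on Plasmodium falciparum Hsp90 in place of its own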
OPRM1-OPRD1 inv = inverse agonists of MOR-DOR heterodimerization, primary screen, cell-based, luminescence. Mu-type opioid receptor (Homo sapiens) + Delta-type opioid receptor (Homo sapiens), …. cell-based MOR-DOR heterodimer luminescence, inverse agonism. inhibition, % at 9.3 µM. 340,000 tested, 0.21% active. AID 504357, 2011; in the data active = inhibition above about 22%, passing the limit was not always enough;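 note: 0% = cells with DMSO and 100% = wells without cells with DMSO; values of inactives mirror those of a sister screen read the other way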
Ecoli viability = E. coli V3065 growth inhibition, primary screen, counter-screen for AddAB inhibitor project, absorbance, OD600 | 18 h | inhibition, % at 11.9 µM | 330,000 tested, 0.27% active | AID 449728, 2010;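 active = inhibition above the campaign's mean inhibition across all tested compounds plus 3 SD, cut at about 9.9% in these data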;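 note: uninfected addAB+ strain grown without phage in ampicillin broth; 0% = DMSO wells and 100% = ciprofloxacin 0.95 µg/ml wells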
An asterisk follows results filed as active; · = no result given.

SMILES	Mot1-301 SUMO	Arr AP2 block	Tat export inh	PKA-R1A activ	DSG3 Ab inh	phage Ecoli inh	AddAB inh	OPRM1-OPRD1 ag	PfHsp90 set2	OPRM1-OPRD1 inv	Ecoli viability
CCOC(=O)C1CCN(C(=O)COC(=O)/C=C/c2ccccc2)CC1	-1	9	-1	-9	·	2.4	2.2	-1.2	0	5	-1.0
O=C(c1cc(-c2cccs2)on1)N1CCCc2ccccc21	·	11	7	3	99	1.6	1.8	0.8	-6	-4	1.2
COCCN(CC(=O)Nc1cccc(C)c1C)C(=O)c1ccc(S(=O)(=O)N2CCOCC2)cc1	·	-2	-4	-10	105	2.6	·	-2.8	10	14	·
Cc1nc(SCC(=O)NNC(=O)c2ccc(F)cc2)c2ccccc2n1	12	-1	-1	2	·	2.4	0.0	-2.0	-28	8	-0.6
Cc1cccc(NC(=O)c2nc[nH]c2C(=O)NC2CCN(C(=O)OC(C)(C)C)CC2)c1	3	11	8	-1	·	2.8	3.4	3.1	-51	-17	-1.8
O=C(NC(=S)Nc1nc(-c2ccccc2)cs1)c1cccnc1	103	1	0	-3	106	2.9	1.0	-0.4	-1	2	-1.3
COc1ccc(Cc2nnc(NS(C)(=O)=O)s2)cc1	-3	-6	0	2	100	·	1.9	-1.0	8	6	1.1
CN(C)CCCN(C(=O)c1ccc([N+](=O)[O-])s1)c1nc2cc3c(cc2s1)OCCO3	2	0	-5	0	100	4.8	1.6	1.9	-1	-10	1.7
O=C(COC(=O)C1CC1)c1c[nH]c2ccccc12	6	1	-3	-5	101	4.6	0.3	0.7	-2	-4	0.0
Cc1cc(C)n2c(SCc3c(C)noc3C)nnc2n1	-7	-11	-1	5	115	3.2	2.7	-2.4	11	11	1.6
O=C(NCCCN1CCOCC1)c1ccc(/C=C2\Oc3ccccc3N(Cc3ccccc3F)C2=O)cc1	-28	5	-16	1	107	-1.0	1.0	1.5	23	-8	-2.0
Cc1cc(C)c(NC(=O)COC(=O)Cc2ccsc2)c(C)c1	17	·	1	-7	108	4.0	4.0	-4.9	2	23	-1.5
CC1CC(C)CN(C(=O)CNC(=O)c2sc3ccccc3c2Cl)C1 (stereo unspecified)	-4	-3	2	-21	·	2.3	0.7	16	8	-64	-0.2
O=C(NCc1cccs1)N[C@@H](Cc1ccccc1)C(=O)O	2	2	5	-6	105	0.5	-3.5	-1.1	-7	6	2.5
COc1ccccc1C(=O)Nc1nc(C)cc(C)n1	-8	3	·	·	103	0.2	6.0	·	·	·	-0.7
CCC(=O)c1ccc(OCC(O)Cn2nc(C)c(Br)c2C)cc1 (stereo unspecified)	-18	-16	3	-5	94	4.9	4.0	-2.5	13	12	-0.3
O=C(NCc1ccco1)C1CCCN(c2nnc(-n3cccc3)s2)C1 (stereo unspecified)	44	41	-7	-5	96	0.1	0.8	-1.9	4	10	-2.8
COc1ccc(C)cc1NC(=O)C(Sc1nnc2ccccn12)c1ccccc1 (stereo unspecified)	-10	10	-3	-2	116	2.4	0.5	-1.5	10	8	0.1
CCOc1ccc(CCNC(=O)c2cccc(NC3=NC4CS(=O)(=O)CC4S3)c2)cc1OCC (stereo unspecified)	-2	1	1	-11	114	0.5	-1.1	-0.2	58	1	3.1
O=C(CSc1nncs1)NCc1ccc(F)cc1	-6	21	-2	-14	92	3.4	0.7	-1.7	1	9	-0.1
COCCN(C(=S)Nc1ccc(OC)cc1)C1CCN(C(C)C)CC1	-29	18	-9	-8	105	2.7	0.7	-0.1	4	1	-0.7
O=C(NC(NCc1ccccc1)C(Cl)(Cl)Cl)c1cccnc1 (stereo unspecified)	1	3	-8	-14	104	1.9	-2.1	-2.1	·	12	-1.0
CC(=O)NC(=S)Nc1ccc(-c2nc3ccc(C)cc3s2)cc1	3	3	11	11	98	2.5	1.1	-2.6	-3	15	-4.8
O=C(O)CCn1c(=S)oc2ccccc21	121	-2	-3	6	94	3.2	2.3	-2.4	17	14	-0.4

Another view of two compounds above.
Screens in order – Mot1-301 SUMO | Arr AP2 block | Tat export inh | PKA-R1A activ | DSG3 Ab inh | phage Ecoli inh | AddAB inh | OPRM1-OPRD1 ag | PfHsp90 set2 | OPRM1-OPRD1 inv | Ecoli viability
- COc1ccccc1C(=O)Nc1nc(C)cc(C)n1
  -8 | 3 | · | · | 103 | 0.2 | 6.0 | · | · | · | -0.7
- CCC(=O)c1ccc(OCC(O)Cn2nc(C)c(Br)c2C)cc1 (stereo unspecified)
  -18 | -16 | 3 | -5 | 94 | 4.9 | 4.0 | -2.5 | 13 | 12 | -0.3

Four compounds already listed, arranged by heavy-atom count, high to low.
SMILES	Mot1-301 SUMO	Arr AP2 block	Tat export inh	PKA-R1A activ	DSG3 Ab inh	phage Ecoli inh	AddAB inh	OPRM1-OPRD1 ag	PfHsp90 set2	OPRM1-OPRD1 inv	Ecoli viability
O=C(NCCCN1CCOCC1)c1ccc(/C=C2\Oc3ccccc3N(Cc3ccccc3F)C2=O)cc1	-28	5	-16	1	107	-1.0	1.0	1.5	23	-8	-2.0
CC(=O)NC(=S)Nc1ccc(-c2nc3ccc(C)cc3s2)cc1	3	3	11	11	98	2.5	1.1	-2.6	-3	15	-4.8
COc1ccc(Cc2nnc(NS(C)(=O)=O)s2)cc1	-3	-6	0	2	100	·	1.9	-1.0	8	6	1.1
O=C(O)CCn1c(=S)oc2ccccc21	121	-2	-3	6	94	3.2	2.3	-2.4	17	14	-0.4

Next part.
SMILES	Mot1-301 SUMO	Arr AP2 block	Tat export inh	PKA-R1A activ	DSG3 Ab inh	phage Ecoli inh	AddAB inh	OPRM1-OPRD1 ag	PfHsp90 set2	OPRM1-OPRD1 inv	Ecoli viability
O=C(Nc1ccc(F)cc1F)c1cccc(S(=O)(=O)N2CCCCC2)c1	-1	14	0	-3	98	2.7	1.6	-0.4	·	2	-1.2
O=C(c1ccccc1Cc1ccccc1)N1CCN(S(=O)(=O)c2ccccc2F)CC1	-19	-7	1	-8	102	7.2	1.6	-6.5	-21	24	-0.7
Cc1cccc(N2CN=C3SCC(=O)N3C2)c1	9	-3	1	-8	95	2.9	0.6	-2.1	8	11	-0.8
Cc1ccc(/C=N/NC(=O)c2nc3nc(C)cc(C)n3n2)cc1	9	6	-5	4	·	2.8	4.0	-0.8	4	4	2.2
COc1cccc(CN2CCN(c3cccc(C(F)(F)F)c3)CC2)c1OC	-1	25	0	-14	101	1.2	0.9	6.2	-7	-33	2.1
COC1(C2=NCCN2)COc2ccccc2O1 (stereo unspecified)	34	15	-1	10	115	4.9	-4.9	-2.0	-3	11	-0.4
O=C(NCc1nnc(SCC(=O)N2CCN(c3ccccc3)CC2)o1)c1ccccc1	-13	-9	8	2	100	-0.7	3.0	-1.9	26	10	-2.0
COc1ccc(N(C)S(=O)(=O)c2cccc(C(=O)Nc3ccc4c(c3)OCCO4)c2)cc1	-12	40	0	-8	111	2.3	-0.8	0.1	·	0	-0.9
O=C(CCSCc1ccc(Cl)cc1)NCCc1ccccc1	23	35	2	-15	103	1.9	0.8	1.2	5	-7	-1.7
Cc1ccc(S(=O)(=O)NC(Cc2c[nH]c3ccccc23)C(=O)O)cc1 (stereo unspecified)	-2	-6	5	4	107	1.5	0.4	-1.1	-9	6	1.0
CC(c1nc2ccccc2o1)N1C(=O)c2ccccc2C1=O (stereo unspecified)	-26	6	0	2	117	-0.6	0.0	-2.7	4	12	2.9
COc1ccccc1C(=O)N1[C@@H](C(C)C)COc2cc(Br)ccc2S1(=O)=O	·	1	-4	-8	97	5.1	·	2.5	31	-11	·

Some values from the results shown:
Under Tat export inh, Cc1cccc(N2CN=C3SCC(=O)N3C2)c1 shows 1
Under DSG3 Ab inh, O=C(NCc1nnc(SCC(=O)N2CCN(c3ccccc3)CC2)o1)c1ccccc1 shows 100
Under PKA-R1A activ, COC1(C2=NCCN2)COc2ccccc2O1 (stereo unspecified) shows 10

Continued:
SMILES	Mot1-301 SUMO	Arr AP2 block	Tat export inh	PKA-R1A activ	DSG3 Ab inh	phage Ecoli inh	AddAB inh	OPRM1-OPRD1 ag	PfHsp90 set2	OPRM1-OPRD1 inv	Ecoli viability
CCOC(=O)c1cccc(NS(=O)(=O)c2c(C)[nH]c(=O)[nH]c2=O)c1	-19	2	-11	2	101	4.3	2.1	-0.7	·	3	-1.4
CCN(CC)C(=O)CSc1nc2cc(S(=O)(=O)N3CCOCC3)ccc2n1CC	9	-18	-2	0	101	-1.8	-2.8	-1.4	3	9	-0.1
CS(=O)(=O)Nc1nnc(SCC(=O)Nc2cccc([N+](=O)[O-])c2)s1	14	4	2	-1	101	4.7	1.1	-2.8	-5	14	2.2
CCOC(=O)c1c(C)[nH]c(C(=O)OCC(=O)Nc2ccc(OC)c(Cl)c2)c1C	211	-2	5	2	104	2.6	-0.2	-1.1	-14	6	-3.3
Cc1ccc(CC(=O)NNC(=O)c2cccs2)cc1C	·	-2	3	8	109	2.5	·	-1.1	·	7	·
COc1ccc(C(=O)Nc2ccc(NC(=O)C3CC3)cn2)cc1	6	-52	-8	-2	105	3.1	2.7	1.6	14	-9	-0.2
COc1ccc(N2CC(C(=O)Nc3nc4ccccc4s3)CC2=O)cc1 (stereo unspecified)	-14	-3	3	-9	79	0.4	2.2	-2.1	3	11	1.4
CC1CCCC(NS(=O)(=O)c2cc(Br)cnc2N)C1C (stereo unspecified)	151	0	3	-2	106	0.6	1.8	4.8	-3	-24	0.5
COc1ccc2cc(C(=O)C3CCCN(C(=O)CSc4nnc(C)o4)C3)ccc2c1 (stereo unspecified)	-6	5	11	5	95	1.7	1.1	0.0	23	0	-1.3
COC(=O)c1cc(Cl)nc2ccccc12	0	23	-11	-11	·	1.1	2.3	1.1	-1	-5	-1.5
Cc1ccc(NC(=O)CSCc2c(C)noc2C)cc1C	-3	-3	1	-5	101	1.4	-0.5	-1.8	15	11	-1.2
O=C(Nc1cc(C(F)(F)F)ccc1N1CCOCC1)C1Cc2ccccc2CN1C(=O)c1ccco1 (stereo unspecified)	25	3	2	-4	100	-0.2	0.5	-4.5	-7	24	0.0
OCCC1CN(Cc2cnc(-c3ccccc3)s2)CCN1C1CCCC1 (stereo unspecified)	3	1	1	-11	103	4.1	1.0	1.9	2	-13	-1.4
CCOC(=O)CC(=O)CSc1nc2nc(C)cc(C)n2n1	-4	-5	2	-13	96	0.9	0.8	-1.8	0	11	-3.1
CCOc1ccc(NC(=O)C2C(c3ccccc3)C2(Cl)Cl)cc1 (stereo unspecified)	63	6	21	-8	112	3.3	5.3	3.5	50	-19	0.3
